High-throughput results from PubChem BioAssay.
CBFb-RUNX1 inh = qHTS Assay for Compounds Blocking the Interaction Between CBF-beta and RUNX1 for the Treatment of Acute Myeloid Leukemia | 230,000 tested, under 10 active | AlphaScreen CBFb-His/RUNX1-biotin binding, biochemical | Potency, µM (doses to about 59.8 µM), inactives show at the highest dose activity, negative = inhibition, actives largely listed as inhibitors | Runt-related transcription factor 1 (Homo sapiens) + Core-binding factor subunit beta …; also: % of control where 0% means no effect
Target sequence (Q01196 whole entry, looked up): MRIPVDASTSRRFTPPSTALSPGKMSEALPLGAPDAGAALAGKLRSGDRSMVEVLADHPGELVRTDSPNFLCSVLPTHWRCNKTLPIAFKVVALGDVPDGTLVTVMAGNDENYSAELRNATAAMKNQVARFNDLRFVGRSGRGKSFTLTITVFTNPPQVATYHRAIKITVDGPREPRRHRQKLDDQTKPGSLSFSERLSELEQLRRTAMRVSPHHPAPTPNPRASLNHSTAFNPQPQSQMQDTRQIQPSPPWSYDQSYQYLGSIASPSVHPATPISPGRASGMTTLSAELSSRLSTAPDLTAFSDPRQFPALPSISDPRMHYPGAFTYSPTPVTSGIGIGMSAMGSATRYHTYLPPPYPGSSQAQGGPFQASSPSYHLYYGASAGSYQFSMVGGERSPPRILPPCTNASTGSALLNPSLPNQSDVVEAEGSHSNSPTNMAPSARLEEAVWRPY
Target sequence (Q13951 whole entry, looked up): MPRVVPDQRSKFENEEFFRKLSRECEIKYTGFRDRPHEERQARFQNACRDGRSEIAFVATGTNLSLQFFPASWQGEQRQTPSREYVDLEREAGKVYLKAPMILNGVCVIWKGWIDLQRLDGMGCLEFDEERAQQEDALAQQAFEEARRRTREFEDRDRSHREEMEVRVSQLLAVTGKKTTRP
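Bead-based AlphaScreen assay; binding partners His-tagged CBF-beta and biotinylated RUNX1 at 30 nM each. Compound exposure 15 min after a 20-min protein preincubation; bead step 90 min; all steps at room temperature.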
HttQ103 aggreg = qHTS Multiplex Assay to Identify Dual Action Probes in a Cell Model of Huntington: Aggregate Formation (GFP) | PC12 HttQ103-GFP aggregates, Acumen cytometry, 40 h | Potency, µM (series often up to 46.1 µM), for inactives: at the top dose activity change, negative = inhibition, most hits filed as inhibitors | actives 1.1% (n = 220,000) | AID 1688, 2009; also: potency is read from the fitted curve at half-maximal effect; % is scaled to controls: 0 for no effect and ±100 for the full control effect; nearly all actives have a fitted effect of over 60% in size
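Aggregates are detected as GFP objects 1–25 µm with signal 6 STDEV over background in lysates of induced PC12 cells. These carry Huntingtin exon 1 with 103 glutamines fused to GFP under an ecdysone promoter; compounds titrated.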
IMPase Li inh = qHTS Assay for Identifying the Cell-Membrane Permeable IMPase Inhibitors: Potentiation with Lithium; CHO-M1 cells, IP1 TR-FRET (IP-One), carbachol + lithium; Potency, µM (top dose mostly 59.4 µM), for inactives: top-dose activity, negative = IMPase inhibition, usual class: inhibitors; actives 0.35% (n = 210,000);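 also: IP1 builds up when IMPase is blocked and the TR-FRET signal falls; potency is read from the fitted curve at half-maximal effect; plate controls were basal vehicle for no effect and high inhibitor control for full effect; nearly all actives have a fitted effect of over 50% in size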
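IP1 accumulation measured by competitive TR-FRET in lysed CHO-M1 cells after 30 min compound exposure at 37C, with a small lithium addition to potentiate weak responses. Hill-equation AC50 from ratio and donor-channel data.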
Epigenetic derep = Quantitative High-Throughput Screen for Regulators of Epigenetic Control. murine LDR cells, GFP reporter derepression, 30 h. Potency, µM (highest dose often 53.9 µM), for the others: top-dose GFP activation, actives largely listed as activators. actives 0.2% (n = 280,000). AID 1865, 2009; also: potency is read from the fitted curve at half-maximal effect; % of control where 0% means no effect; nearly all actives have a fitted effect of over 60% in size
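Derepression of a silenced CMV-GFP reporter in murine LDR cells is scored by enumerating GFP-positive cells with a laser-scanning microplate cytometer after 30 hours of treatment at 37 C.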
NPSR antag = qHTS Assay for Antagonists of the Neuropeptide S Receptor: cAMP Signal Transduction; Q6W5P4; actives 1% (n = 220,000); Potency, µM (titrated, usually from 38.3 µM), for inactives: at the highest dose activity change, negative = inhibition, usual class: inhibitors; CHO-NPSR cells, cAMP TR-FRET, antagonist mode; AID 1461, 2008; also: potency is read from the fitted curve at half-maximal effect; % is scaled to controls: 0 for no effect and ±100 for the full control effect; nearly all actives have a fitted effect of over 50% in size; many of its hits are not listed in these tables
Target sequence (Q6W5P4 whole entry, looked up): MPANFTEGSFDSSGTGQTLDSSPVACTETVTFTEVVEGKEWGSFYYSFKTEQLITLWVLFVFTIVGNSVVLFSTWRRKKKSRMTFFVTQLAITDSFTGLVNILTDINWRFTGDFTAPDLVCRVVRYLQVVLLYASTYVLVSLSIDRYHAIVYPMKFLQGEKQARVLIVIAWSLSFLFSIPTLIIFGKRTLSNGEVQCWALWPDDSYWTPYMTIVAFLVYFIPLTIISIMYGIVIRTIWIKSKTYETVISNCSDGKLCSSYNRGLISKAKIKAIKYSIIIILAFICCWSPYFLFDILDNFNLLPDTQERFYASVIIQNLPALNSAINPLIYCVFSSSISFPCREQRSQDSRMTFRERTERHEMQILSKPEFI
LMNA splice mod = qHTS Assay for Modulators of Lamin A Splicing | HeLa LMNA splicing GFP/RFP minigene ratio, 48 h | Potency, µM (series often up to 46.1 µM), for inactives: at the top dose ratio change, negative = inhibition, most hits filed as inhibitors | actives 0.01% (n = 200,000); active = well fitted inhibition curve with a large enough effect in the signal ratio, with a control signal flat, not every such curve was filed as active; inconclusive = small, poorly fitted or top-dose-only effect, or effect the other way, or a change in a side signal; the % refers to the signal ratio; also: potency is read from the fitted curve at half-maximal effect; % is scaled to controls: 0 for no effect and ±100 for the full control effect
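Read-out is the ratio of GFP to DsRed2 object intensity, acquired by 488 nm laser-scanning cytometry on HeLa lamin A-EGFP minigene reporter cells. Compound incubation 48 hrs at 37 °C in Opti-MEM with 2% FBS; DMSO 0.5% final.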
KinaseGlo FLuc = Counterscreen for Luciferase (Kinase-Glo TM) Inhibition; Luciferin 4-monooxygenase (Photuris pensylvanica), Q27757; actives 0.28% (n = 200,000); AID 1379, 2008; Potency, µM (titrated, usually from 38.3 µM), inactives show at the top dose activity change, negative = inhibition, most hits filed as inhibitors; Kinase-Glo luciferase, ATP luminescence, 8 min; also: potency is read from the fitted curve at half-maximal effect; % is scaled to controls: 0 for no effect and ±100 for the full control effect; nearly all actives have a fitted effect of over 60% in size
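Luminescence was the read-out, taken after 8-minute incubation at ambient temperature. Luciferase turned over luciferin with 10 uM ATP in imidazole pH 7.2 buffer containing KCl, MgCl2, Tween 20 and BSA.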
Starred values were filed as active, the others as inactive; ? = inconclusive; · = not tested or not shown; [ ] = another dose, or the depositor's remark. Unless noted, calls follow the shape of the dose curve; as a rule, active = well fitted curve in the direction sought with a large enough effect; inconclusive = small, poorly fitted or top-dose-only effect, or another doubt; inactive = no such curve, though single readings can be large; an effect the other way counts as inactive or inconclusive. This is a subset. The share of hits here may be higher or lower than overall.

SMILES	CBFb-RUNX1 inh	HttQ103 aggreg	IMPase Li inh	Epigenetic derep	NPSR antag	LMNA splice mod	KinaseGlo FLuc
CCOc1ncccc1C(=O)N(C)CC(=O)Nc1ccccc1SC	4%	-6%	-1%	0.0%	-3%[46.1 µM]	-10%	3%
COc1cccc(CNC(=O)CCC2CCCN(Cc3cc(Cl)ccc3O)C2)c1 (configuration not stated)	0%	8%[9.22 µM]	24%	-0.6%	21%	-8%[46 µM]	0%
O=C(c1cccnc1NCc1ccccc1)N1CCOCC1	10%	11%	8%[38.3 µM]	0.9%	-3%[46.1 µM]	13%	-1%
COc1ccc(C(=O)N=c2nc3ccccn3s2)cc1	-2%	?	6%[38.3 µM]	1.0%	-10%[46.1 µM]	-2%	7.9µM*
CC1CCCCN1CCNC(=O)c1ccc2c(=O)n(CCc3ccccc3)c(=O)[nH]c2c1 (configuration not stated)	3%	11%	34%[38.3 µM]	-0.5%	-4%[46.1 µM]	-2%	-4%
CC(C)NC(=O)c1ccc(N2CCOCC2)nc1	-7%	-6%	25%[38.3 µM]	1.1%	1%[46.1 µM]	21%	3%
Nc1c(-c2cccs2)cnn1-c1nc(-c2ccc(Cl)cc2Cl)cs1	-9%	1%	6%[38.3 µM]	-0.5%	-19%[46.1 µM]	?	-6%
CCn1c(SCC(=O)N/N=C/c2ccncc2)nc2ccccc21	-3%	5%[9.22 µM]	·	0.0%	-14%	·	·
CCC(=O)c1ccc(OCC(=O)NCC2(N3CCCCC3)CCCCC2)cc1	9%	-3%	6%	-1.1%	10%	?	0%
O=C(Nc1cccc([N+](=O)[O-])c1)C(=O)N1CCCCC1	-2%	12%	-1%	15%	11%	?	-26%
CCOC(=O)c1ccc(NC(=S)N2CCN(CCN=CC3=C(O)CC(C)(C)CC3=O)CC2)cc1	-9%	?	5%	-1.1%	7%	?	1%
CCOc1ccc(OCCOCCNCCOC)cc1	2%	2%	5%	1.1%	9%	-1%	-3%
CN1C(=O)CSc2ccc(NC(=O)N3CCOCC3)cc21	5%	19%	-8%[38.3 µM]	-0.5%	13%[46.1 µM]	2%	-9%
Cc1cc(NC(=O)c2sccc2C)n(-c2nc3ccccc3[nH]2)n1	5%	-2%[9.22 µM]	7%	-0.8%	?	?	-1%
CC(NC(=O)Cn1nc(C(F)(F)F)c2c1CCC2)c1ccccc1 (configuration not stated)	1%	-11%	39%[activator][38.3 µM]	-1.4%	13%[46.1 µM]	-2%	-5%
Cc1ccc2nc(SCC(=O)NCc3cccs3)[nH]c2c1	-5%	27%	2%	-1.1%	3%	-8%[46 µM]	-1%
Cc1ccc(Cc2cnc(NC(=O)/C(C#N)=C/c3ccc(-c4ccc([N+](=O)[O-])cc4)o3)s2)cc1	9%	-13%	1%	0.0%	-1%[46.1 µM]	-5%	4%
CC(C)COc1ccc(/C(=N/O)c2ccccc2)cc1	-3%	-13%	47%[activator][38.3 µM]	-1.5%	-14%[46.1 µM]	-17%	19%
c1coc(-c2ccnc3ncnn23)c1	?	15%	2%	0.9%	5%	-9%[46 µM]	2%
N#Cc1ccc(OCC(=O)Nc2cc(S(=O)(=O)N3CCOCC3)ccc2N2CCOCC2)cc1	3%	-3%[9.22 µM]	·	0.0%	3%	·	·
CC(C)OCC(O)CSc1ccccn1 (configuration not stated)	-2%	-4%	-19%[38.3 µM]	7.4%	-18%[46.1 µM]	-3%	1%
Cn1c(CC(=O)Nc2ccccc2)n[nH]c1=S	5%	-15%[9.22 µM]	1%	0.0%	-10%	·	-1%
O=C(O)/C=C/C(=O)Nc1ccc(-n2nccc2C(F)(F)F)cc1	1%	7%[9.22 µM]	·	2.1%	9%	·	·
Cc1cc(C)cc(OCC(=O)OCC(=O)N2CC(=O)Nc3ccccc32)c1	3%	12%	5%	1.1%	2%	4%[46 µM]	-3%
CCC(NC(=O)c1ccccc1NC(=O)c1ccco1)C(=O)NC1CCCCC1 (configuration not stated)	9%	5%	4%[38.3 µM]	2.4%	-18%[46.1 µM]	14%	4%
CN1CCN(C(=O)c2cccc(COc3cc(Cl)ccc3Cl)c2)CC1	3%	-3%	3%	-1.0%	4%	9%	3%
COc1cc2c(cc1OC)CC1(CCCCC1)N=C2	-2%	-25%[9.22 µM]	21%	-1.1%	-14%	5%[46 µM]	0%
CCn1nc(C)c(NC(=O)c2cc(Br)ccc2Cl)c1C	4%	3%	-1%[38.3 µM]	-1.0%	5%[46.1 µM]	?	1%
c1cnc2nc(-c3ccc4c(c3)OCO4)cn2c1	5%	-16%	6%	1.5%	-3%	·	?
Cc1ccc(-n2nnc(-c3nccn3C)n2)cc1	-1%	-13%[9.22 µM]	-6%	0.8%	-13%	·	·
CCCCn1c(SCC(=O)/C(C#N)=C(\C)N)nc2ccccc2c1=O	-2%	20%	-16%	4.8%	-17%	-6%	1%
Cc1ccc(-c2ccc(=O)n(CC(=O)N3CCN(c4cc(Cl)ccc4C)CC3)n2)cc1	-8%	?	13%[38.3 µM]	1.7%	-10%[46.1 µM]	-2%	0%
COCCCNC(=O)c1ccccc1Sc1ccc(NC(C)=O)nc1	10%	6%	-15%	1.1%	5%	7%[46 µM]	-1%
CCc1cccc2c(N=O)c(O)[nH]c12	1%	-29%	3%	-1.1%	5%	?	-1%
Cc1ccc(C(=O)c2oc3ccccc3c2N)cc1	5%	-7%	0%	0.0%	-6%[46.1 µM]	-9%	2%
COc1ccc(C(=O)NC2CCN(C(=S)Nc3ccccc3)CC2)cc1	4%	6%[9.22 µM]	4%	2.3%	-10%	8%[46 µM]	2%
CCOc1ccc(N(C(C)C(=O)N/N=C(\C)c2cccc(NC(=O)c3ccccc3)c2)S(C)(=O)=O)cc1 (configuration not stated)	-5%	-17%	15%[38.3 µM]	0.0%	?	0%	4%
Cc1ccc(C(=O)NCCc2nnc3ccc(SCC(=O)Nc4c(C)cc(C)cc4C)nn23)cc1	1%	-9%	-3%	-1.0%	6%	-8%	3%
O=c1oc(-c2ccccc2)nc2c1cnn2-c1ccccc1	5%	6%	27%[38.3 µM]	-1.0%	?	2%	3%
Cc1c(C)n(C(=O)CSc2ncn[nH]2)c2ccccc12	-5%	14%	-2%[38.3 µM]	-1.0%	-7%[46.1 µM]	4%	2%
CCOC(=O)C1CCCN(C(=O)C2c3ccccc3Oc3ccccc32)C1 (configuration not stated)	0%	-5%	29%[38.3 µM]	-1.0%	-24%[46.1 µM]	8%	-4%
O=c1c(Cc2ccccc2)c(O)ccn1C1CCCCCCC1	-2%	-25%	1%	-0.1%	-39%	-26%[46 µM]	0%
O=C(/C=C/Nc1ccccc1)C(F)(F)F	6%	10%	2%	-0.2%	11%	-11%[46 µM]	-1%
CCOc1ccccc1-c1ccc(C(=O)O)o1	-6%[136 µM]	·	-15%	-4.3%[96.6 µM]	·	·	5%[39.9 µM]
CC(C)C1=CC2=CCC3[C@@](C)(CCC[C@@]3(C)C(=O)O)C2CC1 (some centres not stated)	·	·	-2%	1.8%	·	-8%	-3%
C/C(=N\NS(=O)(=O)c1ccc(Br)cc1)c1cccs1	-1%	-1%	-1%[38.3 µM]	1.5%	-6%[46.1 µM]	-1%	0%
Cc1ccc(NC(=O)CC2NCCNC2=O)cc1Cl (configuration not stated)	-4%	22%	-14%	-3.5%	14%	·	-4%
O=C(CNC(=O)c1ccncc1)N/N=C/c1cccc([N+](=O)[O-])c1	1%	-12%	-6%	3.8%	14%	·	-1%
O=C(c1cc2ccccc2oc1=O)N1CCN(C(=O)C2CCCO2)CC1 (configuration not stated)	6%	15%	12%[38.3 µM]	2.0%	3%[46.1 µM]	-5%	3%
CCOC(=O)N1CCN(Cc2cc(=O)oc3ccc4ccccc4c23)CC1	2%	-16%	33%[activator][38.3 µM]	-0.1%	?	1%	-1%
(next part)
SMILES	CBFb-RUNX1 inh	HttQ103 aggreg	IMPase Li inh	Epigenetic derep	NPSR antag	LMNA splice mod	KinaseGlo FLuc
NS(=O)(=O)c1cccc(NC(=O)COC(=O)CN2C(=O)C3CC=CCC3C2=O)c1 (configuration not stated)	-5%	2%	-6%	1.1%	19%	·	3%
Cc1nn(C)c(Cl)c1CN1CCN(C2CCCC2)C(CCO)C1 (configuration not stated)	3%	-18%[9.22 µM]	-7%	0.1%	-11%	·	1%
Cc1cccn2c(CN3CCCC(c4ccccc4)C3)c(C(=O)N3CCOCC3)nc12 (configuration not stated)	4%	-11%	1%	-3.3%	-10%	·	2%
NS(=O)(=O)c1cc(C(=O)NCCc2ccccn2)ccc1Cl	5%	12%[9.22 µM]	·	-0.3%	12%	·	·
N#Cc1nc(-c2cccs2)oc1NCc1ccc(Cl)cc1	?	?	-1%[38.3 µM]	0.0%	-22%[46.1 µM]	?	1%
COc1ccc(CCn2c(C)cc3c(c2=O)C(c2ccncc2)C(C#N)=C(N)O3)cc1OC (configuration not stated)	9%	-5%	12%[38.3 µM]	1.1%	-12%[46.1 µM]	-4%	1%
Cc1onc(-c2c(F)cccc2Cl)c1C(=O)ONC(=O)c1ccco1	3%	-2%[9.22 µM]	·	-1.1%	-5%	·	·
CC(/C=C1\NC(=S)NC1=O)=C\c1ccccc1	1%	-15%[9.22 µM]	·	4.1%	32%	·	·
O=C(CCNC(=O)c1ccccc1Cl)NCC12CC3CC(CC(C3)C1)C2	0%	7%	·	-0.9%	-8%[46.1 µM]	-5%	·

In the list so far, these have two or more sulfur atoms.
SMILES	CBFb-RUNX1 inh	HttQ103 aggreg	IMPase Li inh	Epigenetic derep	NPSR antag	LMNA splice mod	KinaseGlo FLuc
Nc1c(-c2cccs2)cnn1-c1nc(-c2ccc(Cl)cc2Cl)cs1	-9%	1%	6%[38.3 µM]	-0.5%	-19%[46.1 µM]	?	-6%
Cc1ccc2nc(SCC(=O)NCc3cccs3)[nH]c2c1	-5%	27%	2%	-1.1%	3%	-8%[46 µM]	-1%
C/C(=N\NS(=O)(=O)c1ccc(Br)cc1)c1cccs1	-1%	-1%	-1%[38.3 µM]	1.5%	-6%[46.1 µM]	-1%	0%
